# ADAM10 inh: ADAM10 inhibition, QFRET primary screen; inhibition, % at 7 µM; actives 0.62% (n = 370,000); AID 720582; recombinant ADAM10, EDANS/DABCYL FRET peptide cleavage, 3 h;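 active = inhibition above a per-campaign cutoff equal to the mean of compounds falling between control-based bounds plus 3 SD, cut at about 20% in these data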;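 also: 0% = DMSO wells while the 100% control is not disclosed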
# ADAM17 inh: ADAM17 inhibition, QFRET primary screen. inhibition, % at 6.95 µM. recombinant ADAM17, EDANS/DABCYL FRET peptide cleavage. actives 0.83% (n = 370,000). AID 720648;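 active = inhibition above the mean of compounds lying between control limits plus 3 SD, set per campaign, cut at about 8.5% in these data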;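 also: 0% = DMSO-only wells as the low control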
# ASAP1 inh: inhibitors of human ASAP1 ArfGAP activity; Q9ULH1; ASAP1-stimulated ARF1 GTP hydrolysis, GDP FP detection; inhibition, % at 16.5 µM; actives 0.19% (n = 360,000); AID 624377; in the data active = inhibition above about 25%;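 also: 0% = vehicle with enzyme and substrate and 100% = no enzyme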
# PLCg1 inh: blocks human PLC-gamma1 enzyme activity; P19174; purified PLC-gamma1, fluorogenic substrate, fluorescence; inhibition, % at 12.2 µM; actives 0.84% (n = 370,000); AID 720700; in the data active = inhibition above about 9.5%
# Target sequence (P19174 whole entry, looked up): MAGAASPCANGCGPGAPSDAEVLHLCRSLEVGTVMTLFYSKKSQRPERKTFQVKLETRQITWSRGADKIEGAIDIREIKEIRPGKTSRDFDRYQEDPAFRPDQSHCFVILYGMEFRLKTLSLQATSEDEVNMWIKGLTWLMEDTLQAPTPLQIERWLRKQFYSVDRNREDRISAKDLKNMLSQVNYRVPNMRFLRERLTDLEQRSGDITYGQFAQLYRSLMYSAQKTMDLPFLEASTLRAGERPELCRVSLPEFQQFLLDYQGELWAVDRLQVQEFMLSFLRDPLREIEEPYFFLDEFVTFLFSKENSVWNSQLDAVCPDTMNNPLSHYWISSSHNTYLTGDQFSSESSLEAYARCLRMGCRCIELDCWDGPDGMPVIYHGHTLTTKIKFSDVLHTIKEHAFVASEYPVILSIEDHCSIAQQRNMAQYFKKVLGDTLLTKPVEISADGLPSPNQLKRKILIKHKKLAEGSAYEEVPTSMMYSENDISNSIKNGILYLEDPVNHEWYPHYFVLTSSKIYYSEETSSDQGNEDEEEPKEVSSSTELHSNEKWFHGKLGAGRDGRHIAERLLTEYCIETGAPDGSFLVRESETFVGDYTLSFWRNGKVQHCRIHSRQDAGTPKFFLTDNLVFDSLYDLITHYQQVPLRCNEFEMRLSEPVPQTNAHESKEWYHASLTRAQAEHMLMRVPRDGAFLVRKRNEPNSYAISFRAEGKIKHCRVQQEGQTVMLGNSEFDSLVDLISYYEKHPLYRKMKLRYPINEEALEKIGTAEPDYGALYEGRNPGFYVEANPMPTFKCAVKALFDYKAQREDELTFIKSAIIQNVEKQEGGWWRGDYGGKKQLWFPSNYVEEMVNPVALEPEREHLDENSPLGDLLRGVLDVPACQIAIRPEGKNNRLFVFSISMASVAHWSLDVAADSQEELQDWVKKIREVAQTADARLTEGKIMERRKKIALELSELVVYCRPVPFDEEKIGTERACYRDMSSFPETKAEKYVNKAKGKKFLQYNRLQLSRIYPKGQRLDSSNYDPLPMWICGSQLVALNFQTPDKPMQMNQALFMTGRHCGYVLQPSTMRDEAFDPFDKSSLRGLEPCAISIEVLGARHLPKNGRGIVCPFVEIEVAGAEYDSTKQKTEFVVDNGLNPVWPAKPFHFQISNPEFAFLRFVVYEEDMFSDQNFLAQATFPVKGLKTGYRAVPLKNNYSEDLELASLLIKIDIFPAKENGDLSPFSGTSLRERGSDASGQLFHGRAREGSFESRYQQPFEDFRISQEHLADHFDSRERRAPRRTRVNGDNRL
# Tn7 DDE FP: inhibitors of Tn7 peptide binding to human fibrin DD(E); FP displacement of FITC-Tn7 peptide from fibrin DD(E); 0% = median of compound wells per plate; inhibition, % at 8.3 µM; actives 0.13% (n = 370,000); P02675;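 active = inhibition above the mean of compounds falling within the control limits plus 3 SD of them, cut at about 14% in these data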;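 also: 0% = plate median of compound wells and 100% = 10 µM Aha-Tn7 peptide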
#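 Assay system: human fibrin DD(E) protein / Input: 2 µM fibrin DD(E) / Benchmarks: high control of 10 µM Aha-Tn7 peptide / Measured by: fluorescence polarization of the labelled Tn7 tracer / Medium: Tris buffer with calcium and detergent, pH 7.8 / Timing: 10 min compound pre-incubation, 3 h probe incubation at room temperature / Repeats: one replicate per compound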
# SIAE inh: blocks human sialic acid acetylesterase; Q9HAT2; SIAE FP-Rh probe binding, fluorescence polarization; inhibition, % at 9.66 µM; actives 0.69% (n = 370,000);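 active = inhibition above a cutoff: mean of compounds within the control limits plus 3 SD of those, cut at about 17% in these data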;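 also: 0% = plate median of compound wells and 100% = probe without SIAE protein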
# TDP2 absorb: blocks human TDP2 phosphodiesterase activity; O95551; recombinant TDP2, T5PNP hydrolysis, p-nitrophenol absorbance 415 nm; inhibition, % at 12.8 µM; actives 0.34% (n = 370,000);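 active = inhibition above the mean of all tested compounds plus 3 SD, set per campaign, cut at about 25% in these data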;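 also: 0% = DMSO with enzyme and 100% = buffer with substrate but no TDP2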
#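 Evaluation: % inhibition relative to enzyme-containing and enzyme-free wells. Material: recombinant human TDP2. Benchmarks: enzyme-free and DMSO wells. Timing: enzyme reaction with compound for 2 h at 37 °C. Compound dosing: 12.8 µM only. Measured by: p-Nitrophenol epi absorbance. Reagent: T5PNP substrate at 5 mM, a TopII-DNA adduct mimic. Replication: single well per compound.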
# PLCb3 inh: inhibitors of human phospholipase C beta3; Purified PLC-beta3, fluorogenic substrate, fluorescence; inhibition, % at 12.2 µM; actives 0.18% (n = 370,000); in the data active = inhibition above about 11%;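 also: 0% = median of compound wells on plate and 100% = full blocker control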
# ARFGAP1 inhibitor: rat ARFGAP1 inhibition; actives 0.26% (n = 360,000); Q62848; Arfgap1-stimulated ARF1 GTP hydrolysis, GDP FP detection; inhibition, % at 16.5 µM; AID 651572;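 active = inhibition above a per-plate limit, mean inhibition of low control wells plus 3 SD, cut at about 25% in these data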;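 also: 0% = DMSO wells with enzyme and 100% = wells lacking Arfgap1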
#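 Replicates: Single well per compound | Assay system: Truncated rat Arfgap1 GAP domain | Control set: No-Arfgap1 wells (100%) versus DMSO full-reaction wells (0%) | Times: Enzyme reaction 120 min at 25 °C after 20 min preincubation | Reagent: Human ARF1(Δ1-17)-GTP substrate | Measured by: Tracer-displacement fluorescence polarization with EDTA stop, 620/688 nm | Measure: Percent inhibition of Arfgap1-stimulated GTP hydrolysis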
# Tn6 DDE FP: disrupts Tn6 cyclic peptide binding to fibrin D-Dimer-E complex; P02675; Fibrin DD(E) TRITC-Tn6 fluorescence polarization displacement; inhibition, % at 8.3 µM; actives 0.21% (n = 370,000); AID 720509;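 active = inhibition above a per-campaign cutoff: mean of compounds within control limits plus 3 SD, cut at about 15% in these data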;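 also: 0% = median of all compound wells on the plate and 100% = blocking peptide control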
# The depositor's hits bear a star.
SMILES,ADAM10 inh,ADAM17 inh,ASAP1 inh,PLCg1 inh,Tn7 DDE FP,SIAE inh,TDP2 absorb,PLCb3 inh,ARFGAP1 inhibitor,Tn6 DDE FP
CCCCCCC(=O)NN1CCN(C)CC1,-1,-4,10,0,-6,0,9,2,1,-3
O=C(NCCc1ccc(Cl)cc1)c1ccc(CS(=O)Cc2ccc(Cl)cc2)o1 (stereo not drawn),13,2,10,1,5,-3,7,-6,16,-7
Cc1ccccc1OCCn1cnc2c(N)ncnc21,-2,-3,-2,-3,0,-1,4,0,4,5
CN(C)/C=N/c1cc(=O)[nH]c(=O)n1Cc1ccccc1,7,1,4,2,1,-1,6,7,-6,-2
Cc1cc(C)c2nncn2n1,-4,-3,10,0,4,0,0,1,2,11
O=C(NC1CCCCCC1)c1ccc(CS(=O)Cc2cccc(Cl)c2)o1 (stereo not drawn),-9,4,4,2,-7,4,-1,-4,12,-1
O=C(N/N=C/c1ccc2c(c1)OCO2)c1cccc(NC(=O)c2ccccc2Cl)c1,-5,0,-5,-17,-3,-10,9,-34,17,-10
Cc1ccc(N(C(=O)CNC(=O)c2ccco2)C(C(=O)NC2CCCCC2)c2cccnc2)cc1C (stereo not drawn),-8,0,7,-1,1,-2,-5,-4,1,1
O=C(CCNS(=O)(=O)c1cccc2nsnc12)NCc1ccc(F)cc1,-3,-2,-4,2,-4,-1,-2,4,-3,4
COCCn1nnnc1SCC(=O)NCc1ccc2c(c1)OCO2,1,-4,-1,2,1,0,9,-4,-8,6
Cc1ccc(CSCc2ccc(C(=O)NCC3CCCO3)o2)cc1 (stereo not drawn),-8,-3,-2,1,-5,4,-11,-7,2,-1
Cc1c(CC(=O)O)c(=O)oc2c(C)c3occ(-c4ccc(F)cc4)c3cc12,-116,-45,-4,-94,3,-1,-10,-131,-32,-2
C=CCN(C(=O)CNS(=O)(=O)c1ccccc1)C(C(=O)NCCOC)c1ccncc1 (stereo not drawn),-2,-3,1,4,-3,1,1,-10,-9,0
COC(=O)c1cc(OC)c(OC)cc1NC(=O)CSc1ccccc1,2,3,-9,2,6,-3,2,0,-3,1
COCCCn1c(SCc2cccc(C(F)(F)F)c2)nc2cc(OC)c(OC)cc2c1=N,3,4,3,-1,-3,9,-5,0,8,-6
COc1ccc(-c2nn(-c3ccccc3)cc2C(=O)N(C)CC(=O)Nc2cccc(F)c2)cc1,10,6,5,-3,-8,-8,-10,-8,5,-8
COC(=O)[C@]1(C)N[C@H](c2ccc(-c3ccccc3)cc2)[C@@H]2C(=O)N(C)C(=O)[C@@H]21,-1,-5,14,0,-6,-5,3,1,-1,-2
CCC(C)NC(=O)C1CCC(CNS(=O)(=O)c2ccc3c(c2)CC(C)N3C(C)=O)CC1 (stereo not drawn),0,-5,-8,2,2,5,9,-5,-7,4
O=C(c1cccc(S(=O)(=O)N2CCCCC2)c1)N1CCCCC1,-4,0,2,3,-5,2,-15,2,12,1
COc1ccc(S(=O)(=O)N(C)C[C@H]2Oc3c(NS(=O)(=O)c4cn(C)cn4)cccc3C(=O)N([C@H](C)CO)C[C@@H]2C)cc1,-6,-4,-5,-4,0,10,8,-3,0,-2
O=C(COC(=O)COc1cc(Cl)c(Cl)cc1Cl)NC1CC1,-7,-6,8,2,2,2,0,-14,1,-5
O=C(Cc1cccs1)N1CCC(c2nc3c(nnn3Cc3ccc(F)cc3)c(=O)[nH]2)CC1,-5,-2,0,6,3,0,1,11,-6,-2
O=C(Cc1cccs1)Nc1nnc(SCc2ccc(C(F)(F)F)cc2)s1,6,2,9,-5,5,-3,-6,-1,-9,-2
Cc1cc(SCC(N)=O)nc(SCC(=O)c2ccccc2)n1,-4,-1,-14,-3,-2,6,14,0,1,0
O=C(c1ccncc1)N1c2ccccc2Sc2ccccc21,-4,-2,10,0,-3,-4,-8,-13,5,-7

# An excerpt of these results, with values under each structure:
# Below each compound – ADAM10 inh, ADAM17 inh, ASAP1 inh, PLCg1 inh, Tn7 DDE FP, SIAE inh, TDP2 absorb, PLCb3 inh, ARFGAP1 inhibitor, Tn6 DDE FP
- COc1ccc(-c2nn(-c3ccccc3)cc2C(=O)N(C)CC(=O)Nc2cccc(F)c2)cc1
  10, 6, 5, -3, -8, -8, -10, -8, 5, -8
- COC(=O)[C@]1(C)N[C@H](c2ccc(-c3ccccc3)cc2)[C@@H]2C(=O)N(C)C(=O)[C@@H]21
  -1, -5, 14, 0, -6, -5, 3, 1, -1, -2
- CCC(C)NC(=O)C1CCC(CNS(=O)(=O)c2ccc3c(c2)CC(C)N3C(C)=O)CC1 (stereo not drawn)
  0, -5, -8, 2, 2, 5, 9, -5, -7, 4

# (listing goes on)
SMILES,ADAM10 inh,ADAM17 inh,ASAP1 inh,PLCg1 inh,Tn7 DDE FP,SIAE inh,TDP2 absorb,PLCb3 inh,ARFGAP1 inhibitor,Tn6 DDE FP
Nc1nc2n(n1)C(=O)CC(c1ccccc1[N+](=O)[O-])N2 (stereo not drawn),-88,-24,3,-6,2,6,9,-3,1,10
Cc1nnc(SCc2cccc(Cl)c2)n(N)c1=O,-1,-6,-2,-1,-4,-2,-5,-4,9,-1
O=C1CCC(=O)N1CN(C(=O)c1ccco1)c1ccc(Cl)c(Cl)c1,1,0,1,4,-1,3,1,6,-1,-2
COC(=O)[C@H]1C[C@@H]1[C@H](N)c1ccccc1,2,-2,4,-2,-2,-1,1,-11,1,-7
Cc1c(C(=O)Nc2cccc(-c3nnc4n3CCCCC4)c2)oc2ccccc12,1,1,-19,3,0,8,7,1,0,-1
Clc1ccccc1CNCc1ccncc1,2,0,2,1,-2,4,19,-8,-4,2
COc1cccc(NC(=O)CN(C)C(=O)c2cc3c(s2)CCC(C)C3)c1 (stereo not drawn),6,-1,4,-5,1,6,-11,-17,9,-2
Cc1cccc(C(=O)N(Cc2ccc(C)o2)C2CCS(=O)(=O)C2)c1 (stereo not drawn),-19,0,1,3,-5,-3,1,-5,13,-5
O=C1/C(=C/c2ccc3c(c2)OCO3)CCC/C1=C\c1ccc2c(c1)OCO2,-4,0,-1,-34,-5,-7,-7,-46,2,3
CSc1nnc(NC(=O)c2nc(S(=O)(=O)Cc3cccc(C)c3)ncc2Cl)s1,-1,0,-5,-5,6,5,3,-9,-18,1
COc1ccc(CNC(=O)CN(C)CC(=O)Nc2ccccc2Br)cc1,-4,-4,-26,0,5,2,-7,-3,6,1
O=C(CNc1ccccc1)c1ccc([N+](=O)[O-])cc1,7,4,2,2,-8,8,10,4,-8,-7
CCOc1ccc(OCC)c(NC(=O)CN2CCC(NC(=O)c3cccc(F)c3)CC2)c1,-5,-4,1,0,1,0,-2,-3,3,-3
CCCCNC(=O)C[C@H]1C[C@@]2(C(=O)OC)C(=C[C@H](C(C)(C)C)O[C@@H]2C)N(Cc2ccccc2)C1=O,-3,1,-4,-1,-2,-1,-4,4,-5,4
CC(C)CC(=O)Nc1nnc(CCc2ccccc2)s1,-4,1,-1,-1,0,-2,5,-6,7,-1
COC(=O)c1ccc(C(=O)OC)c(NC(=O)COC(=O)c2ccc(OC)c(OC)c2OC)c1,2,-2,-7,2,-1,-1,5,5,-3,0
C/C(=N/NS(=O)(=O)c1ccc(C)cc1C)c1ccc2c(c1)OCO2,-1,0,8,-1,2,8,-4,-11,12,-2
COc1ccc(CN2CCN(Cc3ccccc3C(F)(F)F)CC2)c(OC)c1,-8,-3,5,4,1,4,-3,-5,9,-4
Cc1cc(N(C)C)c(C#N)c(NCc2ccccc2)n1,2,-5,-19,-14,4,0,-1,-16,3,11
Cc1ccc(NC(=O)COC(=O)c2cccc(C)c2[N+](=O)[O-])cc1S(=O)(=O)N1CCCCC1,13,1,0,2,-9,-81,-11,-4,8,5
CCN1CNC(=S)N(c2ccccc2OC)C1,-5,0,-5,1,5,0,-7,5,2,3
O=C(CCC(=O)N1CCN(c2ccc(O)cc2)CC1)c1cccs1,-6,-8,-7,-1,-1,-1,8,-8,12,-1
O=C(Nc1cc(C(F)(F)F)ccc1N1CCCCC1)C1=COCCO1,-14,0,1,2,-4,-7,-2,3,-2,3
CCN1CCN(C(=O)c2ccc(N3CC4CC(C3)c3cccc(=O)n3C4)c([N+](=O)[O-])c2)CC1 (stereo not drawn),4,1,-2,2,-5,3,-5,2,-7,-5
CC1(C(=O)NS(=O)(=O)c2cccc(OC(F)F)c2)CCN1C(=O)c1ccco1 (stereo not drawn),0,-1,5,1,-1,0,2,2,4,-2
Cc1c(NC(=O)COc2ccc3ccccc3c2)c(=O)n(-c2ccccc2)n1C,-2,-3,-2,-1,5,0,-15,-8,2,0

# In the list so far, 9 have a furan ring, fused or not:
SMILES,ADAM10 inh,ADAM17 inh,ASAP1 inh,PLCg1 inh,Tn7 DDE FP,SIAE inh,TDP2 absorb,PLCb3 inh,ARFGAP1 inhibitor,Tn6 DDE FP
O=C(NCCc1ccc(Cl)cc1)c1ccc(CS(=O)Cc2ccc(Cl)cc2)o1 (stereo not drawn),13,2,10,1,5,-3,7,-6,16,-7
O=C(NC1CCCCCC1)c1ccc(CS(=O)Cc2cccc(Cl)c2)o1 (stereo not drawn),-9,4,4,2,-7,4,-1,-4,12,-1
Cc1ccc(N(C(=O)CNC(=O)c2ccco2)C(C(=O)NC2CCCCC2)c2cccnc2)cc1C (stereo not drawn),-8,0,7,-1,1,-2,-5,-4,1,1
Cc1ccc(CSCc2ccc(C(=O)NCC3CCCO3)o2)cc1 (stereo not drawn),-8,-3,-2,1,-5,4,-11,-7,2,-1
Cc1c(CC(=O)O)c(=O)oc2c(C)c3occ(-c4ccc(F)cc4)c3cc12,-116,-45,-4,-94,3,-1,-10,-131,-32,-2
O=C1CCC(=O)N1CN(C(=O)c1ccco1)c1ccc(Cl)c(Cl)c1,1,0,1,4,-1,3,1,6,-1,-2
Cc1c(C(=O)Nc2cccc(-c3nnc4n3CCCCC4)c2)oc2ccccc12,1,1,-19,3,0,8,7,1,0,-1
Cc1cccc(C(=O)N(Cc2ccc(C)o2)C2CCS(=O)(=O)C2)c1 (stereo not drawn),-19,0,1,3,-5,-3,1,-5,13,-5
CC1(C(=O)NS(=O)(=O)c2cccc(OC(F)F)c2)CCN1C(=O)c1ccco1 (stereo not drawn),0,-1,5,1,-1,0,2,2,4,-2

# Source: PubChem (The Scripps Research Institute Molecular Screening Center)
